# BoNT A protease: BoNT A light chain protease inhibition; inhibition, % at 10 µM; AID 588499; 360,000 compounds, 0.17% hits; multiplex microsphere protease substrate cleavage, flow cytometry; note: plate controls were buffer without enzyme for full effect and enzyme alone for no effect
# Yp Topo-I inh: Y. pestis Topo-I inhibition via cleavage products. Y. pestis Topo-I cleavage product accumulation, plate reader. activity, % at 10 µM. 360,000 compounds, 0.064% hits; in the data active = activity above about 50%, passing the limit was not always enough; inconclusive = no clear call, values can overlap the other calls; note: inactives centre near 2
# FadD28 FP inh: M. tuberculosis FadD28 bisubstrate binding inhibition; inhibition, % at 12.5 µM; AID 588549; 360,000 compounds, 0.22% hits; FadD28 bisubstrate probe binding, fluorescence polarization; in the data active = inhibition above about 8.5%, passing the limit was not always enough; inconclusive = no clear call, values can overlap the other calls
# TcdB inh: TcdB glycohydrolase inhibition. P18177. TcdB glycohydrolase enzymatic assay, plate reader. inhibition, % at 9.99 µM. 350,000 compounds, 0.24% hits. AID 652162; in the data active = inhibition above about 10%
# Target sequence (P18177 whole entry, looked up): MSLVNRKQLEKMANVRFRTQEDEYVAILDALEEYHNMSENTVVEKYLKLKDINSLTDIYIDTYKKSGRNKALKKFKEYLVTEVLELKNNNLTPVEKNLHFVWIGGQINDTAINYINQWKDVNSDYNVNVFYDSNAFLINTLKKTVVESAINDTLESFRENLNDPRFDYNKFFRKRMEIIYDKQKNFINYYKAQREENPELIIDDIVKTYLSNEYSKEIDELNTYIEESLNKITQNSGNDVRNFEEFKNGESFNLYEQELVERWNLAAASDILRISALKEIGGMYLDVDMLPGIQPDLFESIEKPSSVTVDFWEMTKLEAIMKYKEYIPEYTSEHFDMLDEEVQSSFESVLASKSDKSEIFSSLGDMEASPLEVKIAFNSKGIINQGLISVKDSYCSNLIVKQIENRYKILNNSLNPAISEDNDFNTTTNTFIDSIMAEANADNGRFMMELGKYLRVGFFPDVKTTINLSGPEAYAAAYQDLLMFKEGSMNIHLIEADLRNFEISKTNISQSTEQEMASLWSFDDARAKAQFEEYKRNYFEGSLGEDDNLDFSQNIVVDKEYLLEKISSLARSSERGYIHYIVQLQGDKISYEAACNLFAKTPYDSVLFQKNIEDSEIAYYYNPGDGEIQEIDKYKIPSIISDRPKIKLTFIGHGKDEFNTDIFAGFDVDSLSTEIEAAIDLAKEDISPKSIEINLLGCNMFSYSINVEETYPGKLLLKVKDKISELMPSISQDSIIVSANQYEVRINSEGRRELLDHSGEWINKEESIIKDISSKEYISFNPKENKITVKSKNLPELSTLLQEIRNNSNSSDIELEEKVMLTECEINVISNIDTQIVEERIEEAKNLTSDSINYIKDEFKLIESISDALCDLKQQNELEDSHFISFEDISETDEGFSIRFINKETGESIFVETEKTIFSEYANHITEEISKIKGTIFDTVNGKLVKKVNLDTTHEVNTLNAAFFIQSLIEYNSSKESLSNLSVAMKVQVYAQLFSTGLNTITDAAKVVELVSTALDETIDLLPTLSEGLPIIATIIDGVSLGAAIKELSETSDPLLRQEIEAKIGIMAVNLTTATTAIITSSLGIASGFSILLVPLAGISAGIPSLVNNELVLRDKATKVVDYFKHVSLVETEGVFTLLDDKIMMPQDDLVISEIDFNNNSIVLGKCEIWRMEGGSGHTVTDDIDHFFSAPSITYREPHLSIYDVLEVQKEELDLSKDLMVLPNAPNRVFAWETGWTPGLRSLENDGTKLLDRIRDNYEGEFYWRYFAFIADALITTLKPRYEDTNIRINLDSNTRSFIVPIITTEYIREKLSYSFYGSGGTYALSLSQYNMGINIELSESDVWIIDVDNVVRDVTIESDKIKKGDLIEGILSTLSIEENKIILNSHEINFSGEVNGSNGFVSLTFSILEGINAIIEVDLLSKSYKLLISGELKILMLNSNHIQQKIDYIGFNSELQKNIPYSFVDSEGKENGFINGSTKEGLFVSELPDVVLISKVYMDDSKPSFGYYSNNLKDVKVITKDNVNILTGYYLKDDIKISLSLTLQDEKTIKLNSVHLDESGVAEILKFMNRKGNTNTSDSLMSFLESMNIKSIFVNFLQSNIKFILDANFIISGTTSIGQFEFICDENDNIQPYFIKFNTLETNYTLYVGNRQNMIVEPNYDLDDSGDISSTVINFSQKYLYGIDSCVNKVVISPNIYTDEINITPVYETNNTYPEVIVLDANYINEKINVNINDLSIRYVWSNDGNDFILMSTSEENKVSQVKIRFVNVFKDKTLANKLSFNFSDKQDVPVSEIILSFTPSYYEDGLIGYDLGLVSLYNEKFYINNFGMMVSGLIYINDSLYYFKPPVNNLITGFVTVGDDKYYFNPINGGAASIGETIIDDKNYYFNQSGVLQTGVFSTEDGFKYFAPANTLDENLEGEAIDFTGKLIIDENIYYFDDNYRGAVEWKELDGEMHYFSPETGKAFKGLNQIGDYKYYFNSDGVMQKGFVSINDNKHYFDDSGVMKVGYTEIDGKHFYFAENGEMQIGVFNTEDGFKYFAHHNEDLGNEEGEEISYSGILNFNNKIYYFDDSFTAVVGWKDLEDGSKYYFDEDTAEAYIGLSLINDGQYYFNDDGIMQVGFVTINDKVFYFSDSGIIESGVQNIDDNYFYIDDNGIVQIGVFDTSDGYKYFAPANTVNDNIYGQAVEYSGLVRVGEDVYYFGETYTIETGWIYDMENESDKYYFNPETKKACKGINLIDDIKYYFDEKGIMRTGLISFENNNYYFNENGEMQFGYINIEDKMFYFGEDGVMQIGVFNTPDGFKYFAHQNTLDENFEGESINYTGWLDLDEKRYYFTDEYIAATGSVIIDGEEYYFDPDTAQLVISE
# CCHFV vOTU inh: blocks the CCHF virus ovarian tumor domain protease. inhibition, % at 11.5 µM. CCHFV vOTU protease, Pep-AMC fluorescence. 370,000 compounds, 0.55% hits; in the data active = inhibition above about 30%; note: 0% = vehicle wells with enzyme and 100% = no enzyme wells
# PfHsp40 yeast: restores yeast growth despite PfHsp40 toxicity. S. cerevisiae expressing PfHsp40, growth rescue, ATP luminescence. growth rescue, % at 12.5 µM. 340,000 compounds, 0.68% hits; in the data active = growth rescue above about 28%, passing the limit was not always enough; inconclusive = no clear call, values can overlap the other calls;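 note: yeast W303a lacking pdr1 and pdr3 grown in galactose medium; growth measured after three days at 30 °C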
# BoNT-F LC inh: BoNT F light chain protease inhibition; Multiplex microsphere protease cleavage assay, flow cytometry; inhibition, % at 10 µM; 360,000 compounds, 0.22% hits; AID 588497; in the data active = inhibition above about 35%, passing the limit was not always enough; inconclusive = no clear call, values can overlap the other calls; note: plate controls were buffer without enzyme for full effect and enzyme alone for no effect
# Anthrax LF prot: anthrax lethal factor protease inhibition | P15917 | multiplex microsphere protease cleavage assay, LF | inhibition, % at 10 µM | 360,000 compounds, 0.12% hits | AID 588501; note: plate controls were buffer without enzyme for full effect and enzyme alone for no effect
# PrPC surface inh: cell surface PrPC inhibition, primary TR-FRET screen | AID 720596 | inhibition, % at 13.8 µM | 370,000 compounds, 0.43% hits | TR-FRET read-out; in the data active = inhibition above about 24%; note: 0% = median of the test wells and 100% = reference compound wells
# Numbers without * were called inactive; ? = inconclusive; nt = no result given; & = joins results of further samples. Cut-off read from the data, not from the text of the source, unless noted: active = inhibition above about 30%; inconclusive = no clear call, values can overlap the other calls; inactive = below that. Compounds were not picked by outcome. Share with any hit: about 2.3%.
SMILES,BoNT A protease,Yp Topo-I inh,FadD28 FP inh,TcdB inh,CCHFV vOTU inh,PfHsp40 yeast,BoNT-F LC inh,Anthrax LF prot,PrPC surface inh
O=C(COC(=O)CN1C(=O)C2CCCCC2C1=O)NNC(=O)c1ccc(Cl)cc1 (stereo not given),5.3,-2,-1.1,1.9,17,0.5,-3,-3,0
CCCCCCCCCCNC(=O)C(=O)Nc1ccccn1,-1.4,-1,-1.3,nt,nt,1.0,?,2,nt
O=C(CN1CCN(Cc2ccc(F)cc2)CC1)Nc1nc2ccccc2s1,-4.1,-5,-0.4,1.2,1,1.7,?,6,-6
Cc1nc2ccccc2n1CC(=O)NCCN1CCCC1,0.3,0,-3.9,nt,-5,0.6,5,-1,-4
CCOc1ccccc1OCC(=O)Nc1ccc(OC)c(S(=O)(=O)N2CCCCC2)c1,-7.1,22,-3.4,-2.0,0,5.3,-18,-6,-4
CCCNC(=O)c1ccc(Cn2cc(-c3ccc(OC)cc3)nc2C(C)N)cc1 (stereo not given),-0.1,7,-1.1,1.4,9,1.8,-13,0,-9
COc1cccc(NC2=C(Cl)C(=O)OC2OC(=O)c2ccco2)c1 (stereo not given),-1.4,6,-2.7,1.9,-12,0.0,-12,-7,11
CCC1([N+](=O)[O-])COC(c2ccc(OC)cc2)OC1 (stereo not given),0.2,-4,-1.5,8.6,-6,-0.3,-2,0,0
Cc1cc(C(=O)C(C)OC(=O)c2cnccn2)c(C)n1-c1ccccc1 (stereo not given),0.1,-1,-3.4,-0.1,2,nt,-13,0,1
Cc1csc(NC(=O)COc2ccc3c(c2)CCC3)n1,0.1,0,0.4,0.9,6,-0.7,-3,-1,13
COCCNC(=O)Cn1c(=O)n(Cc2ccc(C(=O)NCc3ccco3)cc2)c(=O)c2ccccc21,-1.1,2,-1.1,nt,5,0.3,1,-1,5
CCOC(=O)c1c(C)[nH]c(C(=O)COC(=O)c2cnc(C)cn2)c1C,-1.6,6,-0.1,nt,3,-0.6,-38,-5,-1
O=C(CNC(=O)c1ccc(Br)cc1)NCC(=O)OCC(=O)c1ccc([N+](=O)[O-])cc1,1.2,-2,-1.9,0.7,-1,-1.4,5,-2,-2
COCCn1c(SCC(=O)Nc2cccc(C)c2)nnc1C(C)C,-2.5,-6,-0.4,nt,10,-0.9,-47,-2,3
CCCCCCNC(=O)c1c(O)c2cccc3c2n(c1=O)CCC3,0.0,12,0.1,nt,1,0.3,2,-12,-2
CC1CN(C(=O)CN2C(=O)NC(C)(c3ccccc3)C2=O)CC(C)O1 (stereo not given),1.6,1,-3.3,nt,3,-0.6,12,0,2
COc1ccc(NC(=O)CSc2nc3c(c(=O)n2-c2ccc(C)cc2)SCC3)c(OC)c1,7.3,23,-3.8,2.1,-20,-0.1,32,6,-3
CCC(C)(C)n1nnnc1C(c1cccc(C#N)c1)N1CCN(c2cc(C)ccc2C)CC1 (stereo not given),0.2,11,-2.4,nt,-9,9.9,-5,-2,-7
COc1ccc(CNC(=O)COC(=O)C2CCN(S(=O)(=O)c3ccccc3C(F)(F)F)CC2)cc1,-0.1,14,-6.2,nt,1,0.8,2,0,-3
O=C(CSc1nnc(-c2ccc(Cl)cc2)n1Cc1ccco1)NCc1ccc2c(c1)OCO2,-0.9,16,-4.0,nt,20,1.2,-6,-4,5
O=C(CN1CCCCC1)NCC(=O)Nc1ccc(F)c(F)c1F,-0.7,-7,1.4,0.4,-1,-0.8,-11,0,-7
C/C(Cc1ccccc1)=N/NC(=O)CCCC(=O)N/N=C(/C)Cc1ccccc1,0.0,-2,-2.4,-1.7,10,0.7,-3,-2,3
COc1ccccc1-c1nc2c(c(SCC(=O)N3CCCCC3)n1)Cc1c(CO)cnc(C)c1O2,0.7,4,-4.2,-0.1,7,0.1,10,-2,-15
O=C(NCC(=O)N(c1cccnc1)C(C(=O)NC1CCCCC1)c1ccccc1)c1ccco1 (stereo not given),-3.5,-4,-2.8,-0.9,-5,-0.1,28,7,0
COc1cc(/C=N/NC(=O)C(Cc2c[nH]c3ccccc23)NC(=O)OCc2ccccc2)cc([N+](=O)[O-])c1O (stereo not given),-1.5,-14,?,nt,35*,0.3,-15,-1,-18
CCCCCCCCCC[n+]1cccc(C(=O)N(CC)CC)c1,-0.3,-2,-2.7,1.0,-3,-1.1,0,-3,2
CCCC(=O)Nc1ccccc1N1CCN(C(=O)c2ccccc2)CC1,0.8,-3,-0.7,nt,-3,0.2,-3,1,0
CCn1c(=O)c(C(=O)NNC(=O)c2ccccc2F)c(O)c2ccccc21,0.3,1,nt,0.0,10,1.3,8,-1,0
COc1ccc(C2(C)NC(=O)N(CC(=O)NC3CCCC3)C2=O)cc1OC (stereo not given),2.6,1,0.9,1.6,-3,1.2,-8,-6,11
COCCn1nnnc1C(c1cc2cc(OC)c(OC)cc2[nH]c1=O)N1CCN(c2ccc(O)cc2)CC1 (stereo not given),-1.0,2,-0.4,-0.5,-24,3.5,-4,1,-1
Cc1cccc(-n2ncc3c2CCCC3NC(=O)CCc2ccncc2)c1C (stereo not given),-0.4,-1,-3.7,-1.9,7,1.4,-6,1,12
Cc1ccccc1N=C/C=C1\N(C)c2ccccc2C1(C)C,0.6,4,-2.7,nt,3,-1.1,-8,2,12
CC(C)CNC(=S)N(Cc1ccco1)Cc1cc2cc3c(cc2[nH]c1=O)OCCO3,0.9,2,-2.7,nt,4,1.9,-2,0,-4
COc1ccc(OCC(=O)Nc2c3c(nn2-c2ccc(OC)cc2)CS(=O)(=O)C3)cc1,1.0,0,-2.2,0.9,-5,-0.1,9,2,-1
C/C(N)=C(/C#N)C(=O)COC(=O)c1cc(-c2cccc(Br)c2)nc2ccccc12,1.6,-12,-1.9,-0.1,13,-0.1,-4,-1,0
CN(Cc1ccc(F)cc1)C(=O)C(Cc1ccccc1)NC(=O)c1ccccc1 (stereo not given),1.1,15,-2.2,3.0,-16,-1.1,2,7,4
CCN(CC)CCN(C(=O)c1ccc(S(=O)(=O)N2CCOCC2)cc1)c1nc2cc3c(cc2s1)OCCO3,-2.7,9,-1.7,2.5,7,0.7,-11,-2,-5
COc1ccc2noc3c2c1C(=O)c1ccccc1-3,11,-18,-0.6,2.0,64*,-0.4,-12,-12,-51
CCOC(=O)c1cnc(-n2[nH]c(C)c(Cc3ccccc3)c2=O)[nH]c1=O,-1.5,0,-2.2,0.4,2,11,-7,0,-4
Cc1ccc(NC(=S)NC(=O)c2ccc(F)cc2)cc1S(=O)(=O)Nc1cccc(Cl)c1,-0.4,-1,0.5,0.4,7,1.0,-1,-1,7

# The list goes on, starting with the last five of the part before.
SMILES,BoNT A protease,Yp Topo-I inh,FadD28 FP inh,TcdB inh,CCHFV vOTU inh,PfHsp40 yeast,BoNT-F LC inh,Anthrax LF prot,PrPC surface inh
CN(Cc1ccc(F)cc1)C(=O)C(Cc1ccccc1)NC(=O)c1ccccc1 (stereo not given),1.1,15,-2.2,3.0,-16,-1.1,2,7,4
CCN(CC)CCN(C(=O)c1ccc(S(=O)(=O)N2CCOCC2)cc1)c1nc2cc3c(cc2s1)OCCO3,-2.7,9,-1.7,2.5,7,0.7,-11,-2,-5
COc1ccc2noc3c2c1C(=O)c1ccccc1-3,11,-18,-0.6,2.0,64*,-0.4,-12,-12,-51
CCOC(=O)c1cnc(-n2[nH]c(C)c(Cc3ccccc3)c2=O)[nH]c1=O,-1.5,0,-2.2,0.4,2,11,-7,0,-4
Cc1ccc(NC(=S)NC(=O)c2ccc(F)cc2)cc1S(=O)(=O)Nc1cccc(Cl)c1,-0.4,-1,0.5,0.4,7,1.0,-1,-1,7
Cc1ccc(Nc2nnc(SC/C(O)=C(\C#N)c3nc4ccccc4[nH]3)s2)c(C)c1,0.7,-1,-5.4,nt,-5,7.9,-13,-5,-3
COc1ccc(NS(=O)(=O)c2ccc(N3CCCC3)c(N)c2)cc1,-2.4,2,nt,0.8,-9,-1.3,-2,-7,23
COc1ccc(CN(C)C(=O)c2ccc3ccccc3n2)cc1F,-0.3,7,-1.3,0.8,-5,-0.4,-2,0,9
COc1ccc(N2CCN(/C(=N\S(=O)(=O)c3ccccc3)Nc3nc(C)cc(C)n3)CC2)cc1,0.0,6,0.3,nt,-8,0.2,-8,1,0
N#CCC(=O)Nc1ccc(C(=O)OCC(=O)Nc2cccc(C(F)(F)F)c2)cc1,-0.2,-12,11*,-0.9,12,-0.6,-1,-7,0
CCCOc1ccc(-c2nnn(CC(=O)OCC)n2)cc1,-1.2,0,-1.5,nt,15,0.1,-1,-6,2
Cn1c(=O)c(C(=O)NCCO)c(O)c2ccccc21,0.0,0,-3.3,nt,7,1.6,?,-1,9
Cc1ccccc1OCC(=O)Nc1cc(S(=O)(=O)N2CCOCC2)ccc1N1CCCC1,0.8,32,1.2,0.7,1,1.8,-2,0,9
COc1cc(-c2cc(C(F)(F)F)n3ncc(C(=O)O)c3n2)cc(OC)c1OC,0.8,-6,-2.4,nt,9,-1.0,6,-5,-13
CN(C)CCN1C(=O)C(=O)/C(=C(/O)c2ccccc2)C1c1ccccc1F (stereo not given),0.9,6,0.0,nt,-9,1.1,1,-2,-4
CC(SC1=Nc2ccccc2C2CC=NN12)C(=O)NC1(C#N)CCCCC1 (stereo not given),0.5,8,-3.1,0.9,0,0.0,2,-1,6
Cc1ccc(-n2nc3c(=O)n(CC(=O)NCc4ccccc4)nc(C)c3c2C)cc1,-0.7,4,-4.0,0.3,-4,-0.9,2,-2,4
COc1ccc2nc(Nc3nc4ccc(NC(C)=O)cc4s3)sc2c1,0.3,-18,-0.9,1.2,-23,-1.1,-1,2,-4
Cc1ccc(NC(=O)CSc2nnc(CNC(=O)c3c(F)cccc3Cl)o2)cc1,-0.1,7,-1.8,nt,1,1.7,12,-1,3
COc1ccc(NC2CCCN(C(=O)c3ccc(C)nc3)C2)cc1 (stereo not given),0.0,3,-4.5,0.3,-6,1.8,-6,-2,6
COc1ccc(CCOC(=O)c2cccc(NC(C)=O)c2)cc1,2.2,-7,-2.4,5.1,2,0.8,17,0,12
NC1=NC(=O)CC(C(=O)Nc2cccc3ccccc23)S1 (stereo not given),-0.6,0,-3.2,nt,nt,-0.8,-6,-2,nt
Clc1ccc(CN2CCN(c3ncccn3)CC2)cc1Cl,1.0,17,0.1,0.8,-10,-0.3,-1,-4,9
O=[N+]([O-])c1ccc(Cl)c(/C=N/N2CCN(C3c4ccccc4-c4ccccc43)CC2)c1,-0.8,-11,-1.0,nt,10,-1.6,-3,-3,8
O=C(CSc1nnc(-c2ccc(Cl)cc2)n1CC1CCCO1)NC1CCS(=O)(=O)C1 (stereo not given),1.0,-3,-0.4,0.1,-9,-0.9,-2,-8,-10
COC(=O)/C=C(\C)NC(=O)c1cccs1,-5.3,3,-2.1,nt,-8,-1.1,-11,-6,-4
O=C(Cn1ccc2ccccc2c1=O)NCC(=O)N1CCCCC1,-1.7,1,0.3,0.2,3,-0.1,2,0,4
CCOc1ccc(S(=O)(=O)N2CCN(C(=O)c3ccc(-n4cncn4)c([N+](=O)[O-])c3)CC2)cc1,1.3,24,-0.3,0.4,-3,0.4,-4,-2,-23
CC1CCC(CN2CCN=C2N(C)C)CC1 (stereo not given),0.0,4,-0.4,1.3,5,-1.0,-2,-3,3
COc1ccc(CN(C)C[C@H]2OCc3cnnn3CCCC(=O)N([C@H](C)CO)C[C@@H]2C)cc1,0.3,-1,-1.8,-0.8&-1.8,2,nt,4,5,6
Cn1c(=O)c2c(nc(Cc3ccccc3)n2C)n(C)c1=O,0.6,7,0.5,0.1,-14,-2.2,-7,-4,1
COc1cc(C(=O)OCc2ccc(C)cc2)cc(NC(=O)c2cccs2)c1OC,0.2,0,0.1,0.9,-4,-0.5,2,-1,6
CCOc1cc(NS(C)(=O)=O)c(OCC)cc1NC(=O)c1cccs1,2.4,6,0.0,nt,18,-0.7,-3,-3,-3
O=C(CCNC(=O)Cn1ccc2ccccc2c1=O)NCc1ccc(F)cc1Cl,0.5,9,-1.2,0.1,-14,-1.7,-3,-1,-5
